TRPC6 activator – activates the mouse TRPC6 cation channel | HEK293-TRPC6 membrane potential dye fluorescence; stronger effect = higher value | B-score at 10 µM | actives 0.13% (n = 310,000);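 active = B-score of the integrated fluorescence ratio above library mean plus 3 SD, and starting fluorescence ratio within library mean plus 5 SD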;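 also: higher score means more depolarization so channel activation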
Target sequence (Q61143 whole entry, looked up): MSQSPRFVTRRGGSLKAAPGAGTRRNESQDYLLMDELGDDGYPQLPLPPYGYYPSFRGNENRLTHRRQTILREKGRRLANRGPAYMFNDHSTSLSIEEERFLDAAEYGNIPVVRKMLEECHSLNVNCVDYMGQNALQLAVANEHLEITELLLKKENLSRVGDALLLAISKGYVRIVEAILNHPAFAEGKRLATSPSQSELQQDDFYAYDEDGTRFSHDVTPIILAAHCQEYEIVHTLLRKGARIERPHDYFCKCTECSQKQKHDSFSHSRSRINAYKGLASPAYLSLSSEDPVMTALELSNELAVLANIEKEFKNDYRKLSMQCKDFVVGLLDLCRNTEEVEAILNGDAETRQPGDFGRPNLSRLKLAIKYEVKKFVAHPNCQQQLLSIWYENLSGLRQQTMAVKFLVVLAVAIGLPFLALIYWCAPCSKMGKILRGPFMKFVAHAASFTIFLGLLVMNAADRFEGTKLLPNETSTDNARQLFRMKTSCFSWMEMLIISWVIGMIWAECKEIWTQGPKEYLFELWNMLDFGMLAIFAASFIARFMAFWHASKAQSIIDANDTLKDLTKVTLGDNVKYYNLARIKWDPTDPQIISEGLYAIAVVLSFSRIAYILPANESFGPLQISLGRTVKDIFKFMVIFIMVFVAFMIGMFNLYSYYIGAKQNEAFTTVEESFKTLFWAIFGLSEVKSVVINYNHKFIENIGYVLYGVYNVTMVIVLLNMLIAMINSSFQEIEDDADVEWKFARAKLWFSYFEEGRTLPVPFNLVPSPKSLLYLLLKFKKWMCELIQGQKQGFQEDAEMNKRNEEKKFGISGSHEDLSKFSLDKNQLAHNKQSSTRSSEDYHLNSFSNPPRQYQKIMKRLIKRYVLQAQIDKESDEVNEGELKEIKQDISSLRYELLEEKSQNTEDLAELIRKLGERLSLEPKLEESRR
RGS4 pot – potentiators or activators of RGS4; HEK293 M3R/inducible RGS4, carbachol calcium flux Fluo4; stronger effect = lower value; B-score at 10 µM; actives 0.92% (n = 310,000);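 active = B-score of the integrated calcium signal more than 4 SD below the library mean, with starting fluorescence not abnormally high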;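 also: negative B-score means reduced calcium response which marks RGS4 activation or potentiation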
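Material: Inducible-RGS4 HEK293 cells carrying M3 receptor; also added: carbachol at ECmax as muscarinic agonist stimulus; incubation: compound preincubation 20 min at room temperature before agonist; signal: Fluo4-AM (2 µM) calcium-flux fluorescence, kinetic read; measure: integrated calcium ratio converted to B score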
TMEM16A act – activators or potentiators of mouse TMEM16A chloride channel; Q8BHY3; HEK293 TMEM16A/YFP-H148Q/I152L, iodide quench fluorescence; stronger effect = lower value; B-score at 10 µM; actives 0.3% (n = 340,000); AID 623877;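 active = fluorescence-ratio B-score plate-corrected deviation score at least 3 library SD below zero, with starting fluorescence score within 5 deviations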;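 also: channel opened by trigger with iodide after compound preincubation; score built on the fluorescence ratio of max minus min over baseline; more negative score means more quench and so TMEM16A activation or potentiation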
RGS4 block – human RGS4 inhibition; AID 463165; actives 0.45% (n = 310,000); P49798; HEK293 M3R/RGS4 inducible, Fluo-4 calcium flux; stronger effect = higher value; triggered by carbachol at its EC20; B-score at 10 µM;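 active = B-score, a plate-corrected calcium signal, over three deviations above library mean, with baseline fluorescence within five deviations of library mean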;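 also: RGS4 expression induced by doxycycline in cells with stable M3 receptor; B-score is computed from the integrated fluorescence ratio over baseline after carbachol; higher B-score means a larger calcium signal and so more RGS4 inhibition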
Target sequence (P49798 whole entry, looked up): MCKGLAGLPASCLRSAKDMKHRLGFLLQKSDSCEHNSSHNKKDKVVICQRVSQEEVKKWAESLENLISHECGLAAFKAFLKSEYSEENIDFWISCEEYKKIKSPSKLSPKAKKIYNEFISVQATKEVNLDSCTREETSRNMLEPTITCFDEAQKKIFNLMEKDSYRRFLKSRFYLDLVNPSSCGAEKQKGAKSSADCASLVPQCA
TRPC6 inh – blocks the mouse TRPC6 cation channel; Q61143; HEK293-TRPC6, membrane potential dye, ACh-evoked depolarization; stronger effect = lower value; B-score at 10 µM; actives 1.1% (n = 310,000); AID 2553;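 active = B-score under library mean minus 3 SD, initial fluorescence not abnormally high, positive integrated signal ratio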;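 also: B-score derived from integrated fluorescence ratio over the kinetic read; more negative B-score means stronger inhibition of depolarization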
SKKanGAS inh – SKKanGAS growth inhibition. S. pyogenes SKKanGAS, kanamycin growth, BacTiter-Glo, 6 h. actives 1.3% (n = 300,000). inhibition, % at 7.5 µM;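 active = mean replicate score, as percent of positive control median, at least 50; inconclusive = mean below 50 but one replicate at or above 50; inactive = mean and every replicate below 50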;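 also: strain carries kanamycin resistance gene driven by streptokinase promoter and grows in 40 µg/ml kanamycin; loss of luminescence reflects streptokinase promoter inhibition or plain growth inhibition; 0% = median of DMSO wells and 100% = positive control at its reference dose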
MrgX1 PAM – allosterically activates human MrgX1 receptor signaling. Q96LB2. MrgX1-HEK293, Fluo-4 calcium flux, FDSS; stronger effect = higher value. B-score at 10 µM. actives 0.63% (n = 310,000);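 active = plate-corrected calcium response at least 3 library SD above typical, normal starting fluorescence, not activating the receptor alone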;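 also: compound read alongside a low EC10 to EC30 dose of BAM8-22 agonist; peak minus trough fluorescence over baseline measured at the second addition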
MrgX1 ag – agonists of human MrgX1 receptor; actives 0.44% (n = 310,000); MrgX1-HEK293 cells, Fluo-4 calcium fluorescence, agonist mode; stronger effect = higher value; B-score at 10 µM; Q96LB2;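 active = calcium response B-score plate-corrected fluorescence ratio at least 3 library SD, with starting fluorescence B-score inside 5 SD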
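times = overnight plating, then 30 min 37 °C plus 30 min room-temperature dye loading | assay system = stable human MrgX1 HEK293 cell line | input = fifteen thousand cells per well | signal = kinetic calcium dye fluorescence, Fluo-4 NW | dosing = compound delivered in addition one of three | read-out = B-scored fluorescence response ratio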
MrgX1 antagonist – blocks BAM8-22 activation of human MrgX1 receptor; Q96LB2; MRGX1-HEK293 calcium flux, Fluo-4, BAM8-22 antagonism; stronger effect = lower value; B-score at 10 µM; actives 1.3% (n = 310,000);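 active = calcium-response B-score plate-corrected more than 3 library SD below zero, starting fluorescence within 5 deviations, no agonist response on first addition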;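 also: peak minus trough fluorescence over baseline after final BAM8-22 challenge near maximal dose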
ANO1 block – blocks the mouse calcium-activated chloride channel TMEM16A. HEK293 TMEM16A/YFP iodide influx fluorescence, ionomycin. normalized B-score (activity score, 25-100; higher = stronger inhibition) at 10 µM. actives 1.2% (n = 310,000);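 active = ratio plate-corrected score three or more library SD toward inhibition, starting fluorescence score within five deviations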;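 also: score derived from kinetic fluorescence span divided by baseline fluorescence per well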
HDAC3 inhib – human HDAC3 inhibition; actives 0.15% (n = 320,000); recombinant HDAC3, fluorogenic peptide/trypsin coupled, fluorescence; O15379; inhibition, % at 8.3 µM; in the data active = inhibition above about 26%, passing the limit was not always enough; inconclusive = no clear call, values can overlap the other calls
Numbers without * were called inactive; i = inactive; ? = inconclusive; . = no result given.

SMILES	TRPC6 activator	RGS4 pot	TMEM16A act	RGS4 block	TRPC6 inh	SKKanGAS inh	MrgX1 PAM	MrgX1 ag	MrgX1 antagonist	ANO1 block	HDAC3 inhib
O=C(c1ccc([N+](=O)[O-])s1)N1CCN(c2ccccc2)CC1	i	i	i	i	i	4.5	i	i	i	i	-8.0
O=C(CC(SCCO)c1ccc2c(c1)OCO2)c1cccs1 (centres undefined)	i	i	i	i	i	6.1	i	i	i	i	?
CC(C)Cc1cc(C(=O)NCCc2ccccc2)no1	i	i	i	i	i	-1.3	i	i	i	i	9.9
O=C1OC(/C(=C\NCc2ccccc2)[N+](=O)[O-])c2ccccc21 (centres undefined)	i	i	i	i	i	2.6	i	i	i	i	3.2
O=c1c2ccccc2ncn1CCOCCOc1cccc(Br)c1	i	i	i	i	i	-2.9	i	i	i	i	1.3
CON(C)S(=O)(=O)c1ccc2c(c1)NC(=O)C1CCCN21 (centres undefined)	i	i	i	i	i	2.9	i	i	i	i	10.0
CCOC(=O)CSc1nc2ccc(C)cc2n2cnnc12	i	i	i	i	i	-0.3	i	i	i	i	2.6
CCN(CC)C(=O)c1cc2c(=O)oc3ccccc3c2s1	i	i	i	i	i	-2.0	i	i	i	i	5.0
O=C(c1cccs1)c1coc2ccc(O)c(CN3CCOCC3)c12	i	i	i	i	i	.	i	i	i	i	7.2
O=C1/C(=C/c2coc3ccc(O)cc3c2=O)SC(=S)N1c1ccccc1	i	i	i	i	i	0.3	i	i	i	i	-1.0
Cc1csc(NC(=O)c2nc3nccc(C)n3n2)n1	i	i	i	i	i	5.4	i	i	i	i	4.1
CCCc1nnc(NC(=O)C2CC(=O)N(C3CCCC3)C2)s1 (centres undefined)	i	i	i	i	i	-0.9	i	i	i	i	-1.8
CC1=C(C(=O)OCc2ccccc2)C(c2ccc(Cl)cc2Cl)NC(=O)N1CCCC(=O)O (centres undefined)	.	.	i	.	.	.	i	i	i	i	-11.6
CC(=O)N1CCN(Cc2nc3cc(Cl)ccc3c(=O)[nH]2)CC1	i	i	i	i	i	0.0	i	i	i	i	3.6
COc1ccccc1C(=O)Nc1ccnn1C1CCN(CCCC2CCCC2)CC1	i	i	i	i	i	-3.8	i	i	i	i	-0.2
COc1cccc(C2CC(=O)Nc3cc4c(cc32)OCCO4)c1OC(C)C (centres undefined)	.	.	i	.	.	.	i	i	i	i	2.5
Cc1ccc(CC(=O)NCc2ccc(Cl)cc2)cc1	i	i	i	i	i	-0.9	i	i	i	i	2.1
CCOCC(=O)Nc1cccc(NC(C)=O)c1	i	i	i	i	i	0.9	i	i	i	i	-1.4
CCOC(=O)[C@@H]1[C@H]2COc3ccccc3[C@H]2N2C(=O)N(c3ccc(OC)cc3)C(=O)[C@]12C	i	i	i	i	i	7.6	i	i	-6.32*	i	7.9
COc1ccccc1-c1cc(C(F)(F)F)nc(N2CCN(c3ccccc3)CC2)n1	i	i	i	i	i	18.3	i	i	i	i	1.8
COc1ccc(CN(C(=O)/C=C/c2ccccc2Cl)C2CCS(=O)(=O)C2)cc1 (centres undefined)	i	i	i	i	i	-4.1	i	i	i	i	6.3
Cc1noc(C)c1COc1ccc(C(=O)OC(C)C(=O)Nc2ccc(S(=O)(=O)N3CCOCC3)cc2)cc1 (centres undefined)	i	i	i	i	i	6.5	i	i	i	i	-2.6
Cc1ccc(CCNC(=O)C2CC(c3cc(C(F)(F)F)cc(C(F)(F)F)c3)=NO2)cc1 (centres undefined)	i	i	i	i	i	0.4	i	i	i	i	-2.3
COc1ccc(C(=O)Cn2cnc3ccccc3c2=O)c(OC)c1	i	i	i	i	i	1.7	i	i	i	i	-8.1
CCC(C(=O)OCC(=O)c1ccc2c(c1)NC(=O)CO2)c1ccccc1 (centres undefined)	i	i	i	i	i	-9.0	i	i	i	i	8.4
SMILES	TRPC6 activator	RGS4 pot	TMEM16A act	RGS4 block	TRPC6 inh	SKKanGAS inh	MrgX1 PAM	MrgX1 ag	MrgX1 antagonist	ANO1 block	HDAC3 inhib
O=[N+]([O-])c1ccccc1S(=O)(=O)n1cnc2ccccc21	i	i	i	i	i	-8.0	i	i	i	i	1.5
CC(C)c1c(Cl)c(O)c(-c2ccccc2)c(=O)n1-c1ccc(F)cc1	i	i	i	i	i	-2.9	i	i	-5.31*	i	-0.4
CC(C)COCc1ccc(O)c2ncccc12	i	i	i	i	i	82.7*	i	i	i	i	-1.5
O=C(O)c1c2c(nc3ccc(F)cc13)CCC2	i	i	i	i	i	5.7	i	i	i	i	7.2
CCC(=O)NS(=O)(=O)c1cccnc1Nc1ccccc1Cl	i	i	i	i	i	-1.3	i	i	i	i	2.3
CN1/C(=C\C(=O)Nc2cccnc2)c2ccccc2CC1(C)C	i	i	i	i	i	-0.4	i	i	i	i	.
O=C(Nc1ccc(N2CCN(C(=O)c3ccco3)CC2)cc1)C(c1ccccc1)c1ccccc1	i	i	i	i	i	8.2	i	i	i	i	3.4
O=C(NCCN1CCOCC1)c1cn(CCc2ccccc2)nn1	i	i	i	i	i	0.6	i	i	i	i	0.4
COc1ccc(-n2ncc3c(N4CCC(C(N)=O)CC4)ncnc32)cc1	i	i	i	i	i	-10.7	i	i	i	i	0.8
O=C(CCc1nnc2ccc(NCc3ccccc3Cl)nn12)NC1CCCC1	i	i	i	i	i	5.5	i	i	i	i	5.4
O=C(Nc1ccnn1C1CCN(C2CCCC2)CC1)c1ccccc1Cl	i	i	i	i	i	2.0	i	i	i	i	1.4
N#CCCN(Cc1ccccc1)C(=O)Nc1ccc(F)cc1	i	i	i	i	i	-7.9	i	i	i	i	9.9
COc1cccc(N2C(=O)CC(N3CCN(c4ccc([N+](=O)[O-])cc4)CC3)C2=O)c1 (centres undefined)	i	i	i	i	i	-11.8	i	i	i	i	10.5
COc1ccc2nc(C)cc(SCC(=O)N/N=C/c3ccc(O)c(O)c3)c2c1	i	-13.2*	i	i	i	6.6	i	i	i	i	-0.2
CC(=O)Nc1ccc(NC(=O)Nc2ccc3c(c2)N(C)C(=O)CS3)cc1	i	i	i	i	i	7.9	i	i	i	i	-1.4
C/C(CC(=O)NC1CCCC1)=N\NC(=O)c1ccc([N+](=O)[O-])c(Cl)c1	.	.	i	.	.	.	i	i	i	i	-3.8
COC(=O)COc1cccc2c(=O)n(CC(=O)N3CCC(C)CC3)ccc12	i	i	i	i	i	2.4	i	i	i	i	6.1
COc1ccc(-c2nc(CCNS(=O)(=O)c3ccc4c(c3)OCCO4)cs2)cc1	i	i	i	i	i	-7.3	i	i	i	i	-1.8
CC(C)(C)C1C/C(=C/c2ccccn2)C(=O)/C(=C/c2ccccn2)C1 (centres undefined)	i	i	i	i	i	4.6	i	i	i	i	-3.0
O=C(Nc1c2c(nn1-c1ccc([N+](=O)[O-])cc1)CS(=O)(=O)C2)C1CC1	i	i	i	i	i	3.3	i	i	i	i	2.8
COc1ccccc1C(=O)NC(=S)N1CCc2ccccc21	i	i	i	i	i	-5.8	i	i	i	i	-0.2
O=C(C1CCN(S(=O)(=O)c2cccs2)CC1)N1CCN(Cc2ccccc2)CC1	i	i	i	i	i	-8.6	i	i	i	i	-3.5
CC(=C\C(=O)O)/C(=C/c1ccco1)C(=O)O	i	i	i	i	i	-8.9	i	i	i	i	0.6
O=C(Nc1cccc(F)c1)C1CC(=O)N(c2ccc(Br)cc2)C1 (centres undefined)	i	i	i	i	i	-1.4	i	i	i	i	7.9
CC1CN(C(=S)Nc2ccccc2F)CC(C)O1 (centres undefined)	i	i	i	i	i	-2.7	i	i	i	i	1.9
SMILES	TRPC6 activator	RGS4 pot	TMEM16A act	RGS4 block	TRPC6 inh	SKKanGAS inh	MrgX1 PAM	MrgX1 ag	MrgX1 antagonist	ANO1 block	HDAC3 inhib
CCOC(=O)c1cnc2ccc(OCC)cc2c1N1CCN(c2ccccc2)CC1	i	i	i	i	i	32.2	i	i	i	i	-0.8
O=C(Nc1ccc2nc(-c3ccco3)[nH]c2c1)c1cccs1	i	i	i	i	i	-5.4	i	i	i	i	9.6
COc1ccc(N2C(=O)CC(N3CCOCC3)C2=O)cc1 (centres undefined)	i	i	i	i	i	-6.8	i	i	i	i	-3.0
O=C(Cn1cccc1)N1CCc2ccccc21	i	i	i	i	i	3.8	i	i	i	i	3.1
Cc1ccc(NS(=O)(=O)c2ccc3[nH]c(=O)sc3c2)cc1	i	i	i	i	i	-9.8	i	i	i	i	3.0
Cn1c(=O)c2c(nc(NCc3cccnc3)n2Cc2ccccc2Cl)n(C)c1=O	i	i	i	i	i	-0.6	i	i	i	i	-6.6
O=C(Nc1ccnc(-c2cccnc2)n1)c1ccc(Cl)c(Cl)c1	i	i	i	i	i	-0.6	i	i	i	i	.
C=CCN(c1ccccc1)S(=O)(=O)c1cccc(C(=O)OCC(=O)NCCOC)c1	i	i	i	i	i	-8.4	i	i	i	i	-4.2
O=C(O)c1cccc(COCC(F)(F)C(F)F)c1	i	i	i	i	i	-0.6	i	i	i	i	-1.9
Cc1cc2cc(C(c3nnnn3CC3CCCO3)N3CCCc4ccccc43)c(=O)[nH]c2cc1C (centres undefined)	i	i	i	i	i	7.4	.	.	.	.	.
C[C@]12C(=O)N(c3cccc(Cl)c3)C(=O)N1[C@H]1c3ccccc3OC[C@@H]1[C@H]2c1ccccc1	i	i	i	5.96*	i	9.4	i	i	-5.97*	i	1.5
COc1cccc(CNS(=O)(=O)c2ccc(N3CCCC3=O)cc2)c1	i	i	i	i	i	-3.1	i	i	i	i	0.7
COc1ccc(N/N=C(\C=N\O)C(=O)c2ccc(OC)cc2)cc1	i	i	i	i	i	1.5	i	i	i	i	7.4
O=C(Nc1cccc(C(F)(F)F)c1)Nn1cnnc1	i	i	i	i	i	-2.7	i	i	i	i	6.0
Cc1cccn2c(CNC3CCCc4ccccc43)c(C(=O)N3CCCCC3)nc12 (centres undefined)	i	i	i	i	-7.98*	0.8	i	i	i	i	6.0
CC1CCc2nn(CC(=O)NCc3ccc4c(c3)OCO4)cc2C1 (centres undefined)	i	i	i	i	i	-5.7	i	i	i	i	0.8
CN(C(=O)COC(=O)CCc1nc2ccccc2c(=O)[nH]1)C1CCS(=O)(=O)C1 (centres undefined)	i	i	i	i	i	-1.2	i	i	i	i	1.5
CN(Cc1ccccc1)C(=O)C1CCC(CNS(=O)(=O)c2cccc3cccnc23)CC1 (centres undefined)	i	i	i	i	i	-2.7	i	i	i	i	0.8
Cc1cnc(C(=O)OCC(=O)Nc2cc(-c3cc(C)c(C)cc3C)nn2-c2ccccc2)cn1	i	i	i	i	i	-2.0	i	i	i	i	9.0
CC(N=Cc1ccccc1O)c1ccccc1 (centres undefined)	i	i	i	i	i	3.9	i	i	i	i	-0.5

High-throughput results (PubChem BioAssay)
